IDH1 R132H inh – qHTS for Inhibitors of mutant isocitrate dehydrogenase 1 (IDH1): qHTS. IDH1-R132H enzyme, NADPH consumption, diaphorase/resazurin fluorescence. 390,000 tested, 0.093% active. Isocitrate dehydrogenase [NADP] cytoplasmic (Homo sapiens), O75874. Potency, µM (top dose mostly 76.6 µM), for the others: top-dose activity change, negative = inhibition, hits mostly inhibitors. AID 602179, 2012; further: on the % scale 0 is the no-effect control and ±100 the full control effect; nearly all actives have a fitted effect of over 65% in size
Target sequence (O75874 whole entry R132H, stated change not applied): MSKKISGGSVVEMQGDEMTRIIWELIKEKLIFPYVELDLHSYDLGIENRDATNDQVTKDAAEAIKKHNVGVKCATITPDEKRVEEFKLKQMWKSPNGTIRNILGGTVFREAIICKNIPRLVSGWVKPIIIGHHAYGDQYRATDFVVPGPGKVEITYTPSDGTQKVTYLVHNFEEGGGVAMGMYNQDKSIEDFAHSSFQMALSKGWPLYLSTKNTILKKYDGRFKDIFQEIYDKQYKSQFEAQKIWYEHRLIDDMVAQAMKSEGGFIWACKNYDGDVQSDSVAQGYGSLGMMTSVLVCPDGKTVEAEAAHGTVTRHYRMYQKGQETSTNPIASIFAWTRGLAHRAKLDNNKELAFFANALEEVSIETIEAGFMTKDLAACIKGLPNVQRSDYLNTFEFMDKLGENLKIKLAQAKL
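IDH1-R132H (0.5 ug/mL dispensed) in pH 7.5 Tris buffer was preincubated 30 min with compound, then given a substrate mix of 0.016 mM NADPH and 2 mM alpha-KG for 80 min at room temperature; remaining NADPH was read by diaphorase/resazurin fluorescence.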
TrxR1 substrate – qHTS Assay for Substrates of Mammalian Selenoprotein Thioredoxin Reductase 1 (TrxR1): qHTS; AID 588456, 2011; Thioredoxin reductase 1, cytoplasmic (Rattus norvegicus), O89049; Potency, µM (titrated, usually from 114 µM), for the others: at the top dose activity change, negative = substrate turnover; 390,000 tested, 0.01% active; purified TrxR1 substrate turnover, NADPH consumption readout; further: on the % scale 0 is the no-effect control and ±100 the full control effect; nearly all actives have a fitted effect of over 50% in size
Target sequence (O89049 whole entry, looked up): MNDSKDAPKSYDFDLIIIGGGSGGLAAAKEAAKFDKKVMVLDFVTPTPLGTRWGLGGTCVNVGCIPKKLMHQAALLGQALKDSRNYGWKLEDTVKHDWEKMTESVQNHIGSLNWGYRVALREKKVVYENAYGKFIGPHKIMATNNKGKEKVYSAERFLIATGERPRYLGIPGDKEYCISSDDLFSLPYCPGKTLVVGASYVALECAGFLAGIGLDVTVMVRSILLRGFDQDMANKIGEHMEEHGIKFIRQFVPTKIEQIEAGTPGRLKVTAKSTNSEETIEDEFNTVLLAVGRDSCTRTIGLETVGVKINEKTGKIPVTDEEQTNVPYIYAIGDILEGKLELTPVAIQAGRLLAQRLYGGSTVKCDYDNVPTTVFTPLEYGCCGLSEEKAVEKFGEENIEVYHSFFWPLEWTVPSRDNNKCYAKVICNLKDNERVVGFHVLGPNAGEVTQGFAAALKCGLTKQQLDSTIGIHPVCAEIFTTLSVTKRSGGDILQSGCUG
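Rat TrxR1, dispensed at 90 nM, was prereduced with 400 uM NADPH (final) for 5 min at ~22 deg C, then incubated with compound 15 min before 400 uM selenite. A first-read NADPH fluorescence drop versus no-compound background flagged substrates.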
RGS4 inhibitor – Inhibitors of Regulator of G Protein Signaling (RGS) 4: qHTS. Transcreener GDP fluorescence polarization, RGS4-accelerated GTP hydrolysis. AID 504845, 2011. Potency, µM (top dose mostly 114 µM), inactives show top-dose activity change, negative = inhibition, actives largely listed as inhibitors. 390,000 tested, 0.039% active. Regulator of G-protein signaling 4 (Homo sapiens), P49798; further: on the % scale 0 is the no-effect control and ±100 the full control effect; nearly all actives have a fitted effect of over 75% in size; some results filed as inactive show a strong effect at the top dose
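MLSMR compounds (23 nl, pin-transferred) preincubated 10 min at room temperature with a 500nM (2x) first reagent, then RGS4 at 900nM (2x) plus Transcreener GDP mix added; fluorescence polarization (620/688 nm) read before and after 90 min at 30 °C.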
USP1-UAF1 inh – Inhibitors of USP1/UAF1: Primary Screen | Ubiquitin carboxyl-terminal hydrolase 1 (Homo sapiens), O94782 | recombinant USP1/UAF1, Ub-Rhodamine cleavage fluorescence | Potency, µM (top dose mostly 57.1 µM), for inactives: at the top dose activity change, negative = inhibition, actives largely listed as inhibitors | 390,000 tested, 0.23% active | AID 743255, 2014; further: on the % scale 0 is the no-effect control and ±100 the full control effect; nearly all actives have a fitted effect of over 60% in size; inactives centre near -12
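In this screen, compounds sit with the deubiquitinase complex (1nM) for 15 min at room temperature before Ub-Rho is added at 150nM final. Fluorescence rise is then followed for 6 reads every 60 seconds.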
RXFP1 agonist – qHTS Assay for Agonists of the Relaxin Receptor RXFP1; Potency, µM (highest dose often 57.5 µM), inactives show top-dose activation, actives largely listed as activators; Relaxin receptor 1 (Homo sapiens), Q9HBX9; AID 2676, 2010; 370,000 tested, 0.3% active; HEK293T-RXFP1 cAMP TR-FRET, 30 min; response scale: percent of porcine relaxin response, buffer zero; further: on the % scale 0 is the no-effect control and ±100 the full control effect; nearly all actives have a fitted effect of over 60% in size; many of its hits are not listed in these tables
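cAMP rise read by TR-FRET after 30 min, 37C compound exposure (up to 58 uM) in RXFP1-transfected HEK293 cells with Ro 20174 present. EC50 from Hill-equation fits, with 29 nM porcine relaxin as 100% and buffer as basal.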
Vif-APOBEC3G blk – qHTS for Inhibitors of Vif-A3G Interactions: qHTS. DNA dC->dU-editing enzyme APOBEC-3G (Homo sapiens), Q9HC16. HeLa A3G-eYFP + Vif (tagged APOBEC3G with the HIV-1 protein that degrades it), YFP fluorescence, overnight. Potency, µM (highest dose often 46.1 µM), inactives show at the top dose activity, negative = active, hits mostly inhibitors. 410,000 tested, 0.076% active;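 further: on the % scale 0 is the no-effect control and ±100 the full control effect; nearly all actives have a fitted effect of over 60% in size; hits raise eYFP signal because A3G escapes Vif-driven loss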
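HeLa cells stably expressing Vif and C-terminally eYFP-tagged A3G, seeded overnight at 37 deg C, then exposed to compound by pintool overnight at 37 deg C. Rise in yellow fluorescence (Ex 488/Em 500-530, Acumen) marks blocked Vif-driven A3G degradation.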
rTrxR1 inhibitor – qHTS Assay for Inhibitors of Mammalian Selenoprotein Thioredoxin Reductase 1 (TrxR1): qHTS; Thioredoxin reductase 1, cytoplasmic (Rattus norvegicus), O89049; recombinant rTrxR1, NADPH fluorescence consumption, selenite substrate; Potency, µM (highest dose often 114 µM), for inactives: top-dose activity change, negative = inhibition, usual class: inhibitors; 390,000 tested, 1% active; further: on the % scale 0 is the no-effect control and ±100 the full control effect; nearly all actives have a fitted effect of over 65% in size
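Rat TrxR1 (90 nM in the dispensed reagent) was pre-reduced with 400 uM NADPH for 5 min at room temperature, then incubated with compound for 15 min. After 400 uM selenite was added, NADPH fluorescence (Ex 340/Em 450 nm) was followed for 8 min.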
12-LOX inh – Primary qHTS assay for inhibitors of human arachidonate 12S-lipoxygenase (ALOX12): Round 2; Polyunsaturated fatty acid lipoxygenase ALOX12 (Homo sapiens), P18054; purified 12hLO, xylenol orange hydroperoxide absorbance; Potency, µM (highest dose often 108 µM), without a hit: at the top dose activity change, negative = inhibition, most hits filed as inhibitors; 580,000 tested, 1.1% active; further: on the % scale 0 is the no-effect control and ±100 the full control effect
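Purified human 12hLO (150 nM final) in 25 mM Hepes, 0.01% Triton X-100, pH 7.0 was preincubated 15 min at room temperature with compound. Then 40 uM arachidonic acid was added, 30 min. Hydroperoxide was read by Fe-XO absorbance ratio 573/405 nm.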
Vif-A3F inh – qHTS for Inhibitors of Vif-A3F Interactions: qHTS; HeLa A3F-eYFP + Vif (tagged APOBEC3F with the HIV-1 protein that degrades it), YFP fluorescence increase; 390,000 tested, 0.2% active; Potency, µM (highest dose often 46.1 µM), for inactives: at the top dose activity, negative = active; further: % of control where 0% means no effect; nearly all actives have a fitted effect of over 65% in size
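HeLa cells stably expressing A3F-eYFP plus Vif, plated and incubated overnight at 37 deg C, then exposed to compounds overnight at 37 deg C. Blocked degradation read as raised yellow fluorescence (Ex 488/Em 500-530).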
An asterisk follows results filed as active; ? = inconclusive; . = not tested or not shown; [ ] = another dose, or the depositor's remark. The call rests on the fitted dose curve; in most records, active means well fitted curve in the direction sought with a large enough effect; inconclusive means small, poorly fitted or top-dose-only effect, or another doubt; inactive means no such curve, though single readings can be large; an effect the other way counts as inactive or inconclusive. Potency means the concentration at half of the fitted maximal effect. Not all compounds are listed, so the mix of outcomes need not match the whole.

Molecule,TrxR1 substrate,RGS4 inhibitor,Vif-APOBEC3G blk,IDH1 R132H inh,rTrxR1 inhibitor,RXFP1 agonist,USP1-UAF1 inh,12-LOX inh,Vif-A3F inh
Cc1ccc(Sc2ccc(N3CCC(C(=O)Nc4ccc(Cl)cc4)CC3)nn2)cc1,7.7%,9.7%,4.6%,-9.7%,42.4%[activator],10.6%,-30.0%,-17.1%,-13.0%
O=C(NCCS(=O)(=O)N1CCC2(CC1)OCCO2)c1ccccc1,-3.8%,3.8%,3.5%,-3.3%,8.7%,0.3%,1.2%,2.3%,-2.3%
C=C1SC(=Nc2c(C)cccc2Cl)N(C(=O)c2sc3ccccc3c2Cl)C12CCCCC2,-1.3%[57.1 µM],-16.8%,2.7%,-12.0%,0.0%[2.29 µM],3.3%,-18.0%,10.6%,-0.8%
CC(=O)NNC(=O)CCn1c2c(c3ccccc31)CCCC2,12.8%,3.3%,-1.0%,-1.6%,13.2%,-1.6%,-10.5%,27.2%,-12.8%
COc1cc(/C=C2/CC(C)OC2=O)c([N+](=O)[O-])cc1OC (stereo not drawn),7.1%[57.1 µM],17.4%,-3.0%,3.7%,6.4%[57.1 µM],0.5%,-14.0%,-3.4%,0.5%
COc1ccccc1C1OCC(C)(C)CO1,2.9%,-6.4%,1.9%,-10.3%,19.5%,.,?,-2.8%,-0.4%
O=C(c1cccc(S(=O)(=O)N2CCOCC2)c1)N1CCN(Cc2ccc3c(c2)OCO3)CC1,5.5%[57.1 µM],3.6%,3.2%,-3.2%,2.7%[57.1 µM],-0.2%,0.5%,-11.3%,-1.0%
COc1cc(OC)cc(C(=O)NC(=S)NCc2ccco2)c1,4.0%,-15.3%,0.4%,-0.4%,?,1.1%,-4.4%,?,-21.4%
CCOc1ccc(C(C(=O)NCC2CCCO2)N(Cc2ccccc2)C(=O)c2snc(C(N)=O)c2N)cc1 (stereo not drawn),13.7%,14.6%,0.4%,-1.9%,9.4%,-0.5%,-23.9%,7.5%,?
CCOC(=O)c1cc(C)n(Cc2ccccc2)c1C,-0.2%,-12.5%,-0.3%,5.5%,13.7%,-1.1%,-22.4%,0.0%,-6.2%
COC(=O)N/N=C/c1cc(C)n(-c2ccccc2)c1C,3.7%,31.6%,1.3%,3.5%,1.7%,-1.0%,-7.2%,-16.2%,1.7%
COCCn1c(SCC(=O)NC(=O)Cc2ccccc2)nc2ccccc2c1=O,2.1%,1.7%,-9.2%,3.9%,20.6%,0.2%,-9.2%,-29.9%,1.0%
COc1ccc(Cc2n[nH]c(=S)n2N)cc1OC,4.5%[57.1 µM],-41.8%,0.4%,4.7%,-23.5%[57.1 µM],-0.1%,-10.5%,?,-5.6%
CC(OC(=O)c1cccs1)C(=O)NCc1ccccc1 (stereo not drawn),2.5%,3.3%,-0.6%,0.2%,9.2%,0.5%,-15.1%,18.9%,2.8%
C#CCn1cnc2c(oc3ccccc32)c1=O,5.1%,1.7%,-0.4%,1.4%,28.5%,2.2%,-4.2%,.,13.6%
O=C(COc1ncnc2ccccc12)Nc1ccc(Cl)c([N+](=O)[O-])c1,-2.4%,-2.5%,-9.9%,6.9%,7.5%,-0.6%,-9.4%,-5.9%,12.5%
Cc1ccc(NC(=O)c2c3c(nc4ccccc24)C(=O)N(C2CCCCC2)C3)cc1F,2.3%[57.1 µM],1.4%,-1.7%,0.0%,17.0%[57.1 µM],0.0%,-17.5%,2.3%,?
O=C(Cn1cc(SCc2ccccc2)c2ccccc21)N1CCCCC1,-7.7%,16.7%,-6.7%,-6.4%,0.7%,4.7%,-22.1%,-19.8%,-6.1%
CC(C)OCCCN(CC(O)c1ccccc1)CC(O)c1ccccc1 (stereo not drawn),-6.5%,14.7%,-4.8%,3.5%,-4.9%,-0.9%,-2.2%,1.3%,-12.7%
O=S(=O)(c1ccccc1F)N1CCN(CCc2ccccc2)CC1,-9.2%[57.1 µM],-33.7%,3.0%,1.5%,11.4%[57.1 µM],5.0%,-13.7%,84.4%,9.4%
CCCCCSc1nnc2c(n1)OC(c1cccn1C)N(C(C)=O)c1ccccc1-2 (stereo not drawn),-7.3%,-33.7%,-4.2%,-6.1%,-0.6%,-1.7%,-26.9%,-10.6%,-0.8%
N#C/C(=C(/O)c1ccc([N+](=O)[O-])s1)c1nc2ccccc2[nH]1,1.0%,10.8%,-0.4%,23.0%,6.8%,-0.6%,-1.3%,6.5%,2.6%
Clc1ccc(-c2n[nH]c3c2CCC3)c(Cl)c1,-5.9%,-14.1%,-1.2%,6.1%,-0.3%,0.4%,-21.1%,?,-9.8%
CCOc1ccc(NC(=O)C(C)Sc2nccn2C)cc1 (stereo not drawn),4.7%,3.3%,-1.9%,11.6%,13.1%,2.0%,-7.5%,-1.3%,-0.9%
O=C(Nc1ccc2c(c1)OCO2)c1cnn2c(C(F)(F)F)cc(-c3ccco3)nc12,7.1%,7.1%,0.9%,0.0%,5.0%[57.1 µM],-0.3%,-12.6%,-14.0%,-3.7%
Cc1c(C)c2cc(Cl)c(OCC(=O)NCCCN3CCCC3=O)cc2oc1=O,.,.,2.8%,7.6%,.,.,-27.1%,-6.4%,-9.1%
COC(=O)c1c(NC(=O)/C(C#N)=C/c2ccccc2)sc2c1C(C(=O)OC)CC2 (stereo not drawn),6.1%,-43.2%,-14.8%,?,-9.0%,0.4%,-1.7%,-29.0%,?
COc1ccc(-c2nc(CN3CCN(C(=O)c4ccco4)CC3)c(C)o2)cc1OC,-4.3%,12.6%,4.2%,1.2%,?,1.7%,-6.7%,0.7%,-5.4%
Cc1ccccc1C(=O)N/N=C/c1ccsc1C,-2.2%,29.1%,0.0%,7.2%,-0.7%,5.0%,-19.0%,-7.9%,0.8%
O=C(/C=C/c1ccc(OCCCF)cc1)NCc1cccc(Cl)c1,-6.8%,0.1%,-4.4%,0.5%,2.2%[57.1 µM],2.2%,-10.2%,187.4%[activator],-0.8%
N#Cc1cc2c(ccc3ccccc32)oc1=O,23.5%[57.1 µM],19.8%,-0.1%,11.8%,-7.7%[57.1 µM],16.0%,1.6%,-20.9%,-10.0%
Cc1nc(NC(=O)CN2CCN(c3ccccc3F)CC2)sc1C(=O)N(C)C,-3.2%,13.7%,1.0%,6.4%,12.3%,0.1%,5.2%,0.0%,7.8%
COc1ccccc1-c1cn(S(=O)(=O)c2ccc(C)cc2)nc1N,3.9%[57.1 µM],-14.8%,-7.7%,-3.7%,16.5%[57.1 µM],0.6%,-5.0%,24.9%,-8.2%
Fc1ccc(Nc2nnns2)cc1,2.1%[57.1 µM],-42.0%,-1.2%,0.3%,-26.6%[57.1 µM],0.4%,-6.9%,9.0%,-0.6%

3 of these compounds, reformatted:
Values run as follows: TrxR1 substrate	RGS4 inhibitor	Vif-APOBEC3G blk	IDH1 R132H inh	rTrxR1 inhibitor	RXFP1 agonist	USP1-UAF1 inh	12-LOX inh	Vif-A3F inh
Cc1nc(NC(=O)CN2CCN(c3ccccc3F)CC2)sc1C(=O)N(C)C
→ -3.2%	13.7%	1.0%	6.4%	12.3%	0.1%	5.2%	0.0%	7.8%
COc1ccccc1-c1cn(S(=O)(=O)c2ccc(C)cc2)nc1N
→ 3.9%[57.1 µM]	-14.8%	-7.7%	-3.7%	16.5%[57.1 µM]	0.6%	-5.0%	24.9%	-8.2%
Fc1ccc(Nc2nnns2)cc1
→ 2.1%[57.1 µM]	-42.0%	-1.2%	0.3%	-26.6%[57.1 µM]	0.4%	-6.9%	9.0%	-0.6%

Screens: PubChem, National Center for Advancing Translational Sciences (NCATS)
